Bioassay records from PubChem.
Dengue-2 NS5 capping – flavivirus cap methylation enzyme inhibition – biochemical, confirmation dose response, primary screen (AID 588689); one-dose inhibition, % at 25 µM; IC50 in µM for titrated hits; Dengue-2 NS5 methyltransferase capping enzyme assay, biochemical; higher % means a stronger effect; hit rate 0.3% among 340,000; in the data active = a potency from the dose series; inconclusive = inhibition above about 29% without an active follow-up result
AID2073 – inhibitors of Mint1-CaV2.2 protein interaction, biochemical, HTRF (AID 2073); hit rate 0.19% among 290,000; HTRF protein-protein interaction, Mint1-CaV2.2; higher % means a stronger effect; one-dose inhibition, % at 20 µM; IC50 in µM for titrated hits; in the data active = inhibition mostly above about 51%, no sharp cut-off; inconclusive = no clear call, values can overlap the other calls; inactive = mostly below about 53%; note: some results filed as inactive read as strong as hits
GPR55 LPI antagonism – inhibition of LPI-stimulated GPR55 beta-arrestin translocation – imaging, U2OS, beta-arrestin-GFP, LPI agonist, primary screen (AID 2013) | hit rate 0.13% among 290,000 | U2OS GPR55 beta-arrestin-GFP translocation imaging, LPI antagonism; higher % means a stronger effect | inhibition, % at 10 µM; hits with a dose series show IC50 in µM;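 active = spots per cell inhibited over 60%, with over 100 cells counted and total cytoplasm intensity under 500,000; inconclusive = wells with under 100 cells, flagged as likely toxic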;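 note: U2OS cells stably carrying GPR55 and arrestin-GFP stimulated by 5 µM LPI near EC80; imaged beta-arrestin-GFP aggregate spots per cell after agonist stimulation; plate controls were LPI-stimulated DMSO wells for no effect and DMSO wells without LPI for full effect; some results filed as inactive read as strong as hits; confirmed hits need IC50 under 10 µM and bright autofluorescent wells are also inconclusive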
HIV peptide binding – inhibitors of HIV fusion peptide binding, primary screen, biochemical, uHTS, fluorescence dequenching (AID 1986). cell-free peptide binding, fluorescence dequenching, 30 min; higher % means a stronger effect. inhibition, % at 20 µM; hits with a dose series show IC50 in µM. hit rate 0.3% among 290,000; in the data active = inhibition mostly above about 52%, no sharp cut-off; inactive = mostly below about 76%; note: some results filed as inactive read as strong as hits
GPR55 activation – GPR55 agonists via beta-arrestin recruitment, primary screen, imaging, U2OS cells, beta-arrestin-GFP redistribution (AID 1961); U2OS GPR55 beta-arrestin-GFP redistribution imaging; higher % means a stronger effect; one-dose activation, % at 10 µM; EC50 in µM for titrated hits; hit rate 0.048% among 290,000;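 active = activation above 40% with more than 50 cells counted in the well; inconclusive = wells holding fewer than 50 cells, flagged as toxic or sparse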;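 note: U2OS osteosarcoma cells stably expressing GPR55 and beta-arrestin-GFP; plate controls were DMSO negative control for no effect and LPI positive control for full effect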
NTR1 agonist – agonists of NTR1, primary screen, imaging, U2OS cells, beta-arrestin-GFP, high content (AID 493036). P30989. NTR1-U2OS beta-arrestin-GFP spot imaging, agonist mode. activation, % at 20 µM. hit rate 0.17% among 330,000;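 active = activation at or above 40% of the spot to cytoplasm intensity ratio, with at least 20 cells analyzed; inconclusive = wells under 20 cells, flagged as cytotoxic or low count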;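 note: 0% = DMSO without peptide and 100% = 100 nM NTR1 peptide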
Target sequence (P30989 whole entry, looked up): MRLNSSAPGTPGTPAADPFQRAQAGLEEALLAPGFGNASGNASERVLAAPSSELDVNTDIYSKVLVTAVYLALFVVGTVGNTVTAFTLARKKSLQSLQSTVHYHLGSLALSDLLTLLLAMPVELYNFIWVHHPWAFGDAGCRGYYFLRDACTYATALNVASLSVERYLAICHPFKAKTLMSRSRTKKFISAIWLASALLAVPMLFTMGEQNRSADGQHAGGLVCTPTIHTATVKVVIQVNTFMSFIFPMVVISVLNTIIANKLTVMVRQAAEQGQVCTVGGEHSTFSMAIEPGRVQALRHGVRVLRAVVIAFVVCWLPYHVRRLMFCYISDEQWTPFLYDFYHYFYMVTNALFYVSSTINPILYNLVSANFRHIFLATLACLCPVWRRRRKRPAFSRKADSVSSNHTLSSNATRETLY
GPR35 arrestin U2OS – GPR35 antagonists blocking zaprinast-driven arrestin recruitment, primary screen, imaging, U2OS, beta-arrestin-GFP, zaprinast agonist (AID 2058); U2OS GPR35 beta-arrestin-GFP translocation imaging, zaprinast antagonism; higher % means a stronger effect; one-dose inhibition, % at 10 µM; IC50 in µM for titrated hits; hit rate 0.052% among 290,000;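 active = inhibition of at least 50% with at least 30 cells and total cytoplasm GFP at most 10,000,000; inconclusive = under 30 cells or total GFP of 10,000,000 plus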
Siah-1 displacement – blockers of Siah-1 interaction with plectin peptide – biochemical, fluorescence polarization, rhodamine-plectin, uHTS, primary screen (AID 1817). Siah-1 / rhodamine-plectin peptide fluorescence polarization; higher % means a stronger effect. displacement, % at 20 µM, or IC50 in µM where a hit was titrated. hit rate 0.02% among 290,000;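 active = displacement of at least 50% at 20 µM, with a fluorescence ratio check between 0.3 and a set limit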;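 note: plate controls were Siah plus tracer with DMSO for no effect and tracer alone without Siah for full effect; strong numbers were not always called active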
K1F lysis inhibition – inhibition of K1F phage lysis, E. coli UTI89, bacterial capsule biogenesis inhibitors, alamar blue (AID 488966); E. coli UTI89 K1F phage lysis, alamar blue, 2 h; higher % means a stronger effect; one-dose inhibition, % at 100 µM; IC50 in µM for titrated hits; hit rate 0.02% among 340,000;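 active = phage lysis inhibition, versus mean bacterial control, above a set limit; inconclusive = no clear call, values can overlap the other calls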;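 note: capsule biogenesis inhibitors block K1F phage lysis so surviving cells raise fluorescence; higher fluorescence means more inhibition of phage lysis; actives were called in the ten point dose series up to 300 µM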
NTR1 agonist cell count 20 µM – recorded beside NTR1 agonist, whose call it bears; cell count; measured here: cell count, cytotoxicity flag
Dengue-2 NS5 capping pilot replicate – further read-out of Dengue-2 NS5 capping, marked with its call; inhibition, %; measured here: pilot screen replicate inhibition
Active calls of the source: *; ? = inconclusive; / = no result given; [ ] = remark or other dose.

SMILES | Dengue-2 NS5 capping | AID2073 | GPR55 LPI antagonism | HIV peptide binding | GPR55 activation | NTR1 agonist | NTR1 agonist cell count 20 µM | GPR35 arrestin U2OS | Siah-1 displacement | K1F lysis inhibition | others
CN(Cc1ccccc1)C1CCCN(C(=O)c2ccc(Cl)s2)C1 (configuration not stated) | 1% | 4% | 6% | -0.2% | -0.1% | 0.3 | 67 | -5% | 5% | 1.6%[50 µM]
COc1ccccc1N1CC=C(c2cccc([N+](=O)[O-])c2)NC1=O | -5% | -10% | 0% | -3.0% | 0.2% | -0.5 | 61 | 6% | -6% | 0.2%
CCn1cc(S(=O)(=O)N2CCN(Cc3ccc(F)cc3)CC2)cn1 | -4% | 2% | 2% | 1.4% | -0.2% | 0.7 | 47 | -8% | -3% | 0.0%
Cc1ccccc1OCCN1C(=O)c2ccccc2C1=O | -1% | 0% | 12% | -1.8% | -0.1% | 0.1 | 62 | -11% | 4% | 0.6%[50 µM]
O=C(Nc1cc(Br)ccc1O)c1cc(-c2ccccc2)on1 | -3% | 22% | 100% | 0.4% | -0.1% | -0.6 | 64 | 10% | -3% | 0.2%
Cc1ccc(NS(=O)(=O)c2ccc3c(c2)NC(=O)CCS3)c(Br)c1 | -8% | 11% | -2% | 1.7% | -0.2% | 0.8 | 60 | -5% | 1% | -0.8%
CCCc1ccc(C(=O)NNc2cccc(C)c2)cc1 | -13% | -7% | -12% | -3.1% | 0.3% | 1.1 | 55 | -5% | 2% | 0.3%
COCC(=O)NC1CCN(C(=O)Nc2ccc(Br)cc2)CC1 | -3% | 47% | 0% | 0.0% | 0.0% | 1.0 | 91 | 6% | -3% | 0.1% | Dengue-2 NS5 capping pilot replicate=-3.9
Cc1cccc(NC(=O)c2ccc(Cn3cc(C(F)(F)F)ccc3=O)cc2)c1 | 30% | 14% | 16% | 1.8% | -0.1% | -5.1 | 85 | 0% | 3% | 1.6%
COc1ccc(/C=N/NC(=O)/C(=C/c2ccccc2)CCO)cc1 | -4% | 6% | -2% | -2.7% | -0.3% | 1.4 | 69 | 0% | -7% | 3.4%[50 µM]
CC(C)(C)c1csc(NC(=O)Cn2cnc3ccccc3c2=O)n1 | -14% | 1% | -10% | 0.9% | -0.1% | 0.8 | 48 | -7% | 0% | 0.3%
O=C1Cc2ccccc2C(c2ccc(Br)cc2)N1 (configuration not stated) | -3% | 3% | 13% | -1.1% | -0.2% | -0.2 | 40 | 0% | -4% | 1.0%[50 µM]
CC(C)(C)C(=O)Nc1nnc(CCc2ccccc2)s1 | -3% | -16% | -18% | -0.6% | -0.2% | 0.7 | 38 | -19% | 4% | 0.1%
CCOc1ncccc1C(=O)OCC(=O)c1cc(OC)c(OC)c(OC)c1 | -5% | 16% | 0% | 0.2% | 0.9% | -0.1 | 55 | -10% | 12% | -0.6%[50 µM]
Cc1c(Cl)cccc1NC(=S)N(CCCN1CCOCC1)Cc1cccs1 | -6% | -35% | -1% | -0.3% | 0.1% | 2.4 | 43 | 11% | 2% | -0.1%
O=C(CN1CCN(Cc2ccccc2)C1=O)NCc1ccc(Cl)cc1 | -3% | 0% | 11% | -1.6% | 0.3% | 0.0 | 39 | 4% | 0% | 7.8%
CCn1nnnc1SCC(=O)NNC(=O)C1CCCCC1 | -11% | 26% | 0% | 1.6% | -0.4% | -0.2 | 91 | -15% | -2% | 1.4% | Dengue-2 NS5 capping pilot replicate=-4.6
COCC(=O)N(Cc1cc2ccc(C)cc2[nH]c1=O)c1cccc(C)c1 | -7% | 3% | -8% | -1.1% | -0.2% | 0.7 | 53 | -1% | 3% | 1.1%
COc1cccc(CNC(=O)CS(=O)(=O)Cc2nc(-c3ccc(C)cc3)oc2C)c1OC | 3% | 13% | 12% | 0.2% | 0.4% | 0.0 | 51 | 9% | -4% | 1.9%
COc1ccc(/C=C/C(=O)NC(=S)Nc2ccc(S(N)(=O)=O)cc2)cc1 | 1% | 40% | 10% | 1.5% | 0.0% | -0.1 | 62 | 7% | 12% | -0.1%
CCN1CCc2c(sc(NC(=O)c3ccc(S(=O)(=O)N4CCOCC4)cc3)c2C(=O)OC)C1 | -9% | 6% | 7% | 1.1% | 1.8% | -0.6 | 56 | -9% | 2% | -0.4%
CCOc1ccccc1NC(=O)C(NCCN(C)C)c1ccccc1 (configuration not stated) | 1% | -6% | 3% | -0.1% | -0.3% | -0.4 | 49 | -20% | 0% | -0.2%
COc1cccc(OCc2nnc(SCC(=O)OC3CCCCC3)n2C)c1 | 1% | -7% | 4% | 0.1% | -0.2% | -4.0 | 74 | 6% | 1% | 0.5%
CCOc1ccc(C(O)Cn2c(=N)n(CCN3CCCCC3)c3ccccc32)cc1 (configuration not stated) | -3% | -1% | 11% | -2.0% | 0.3% | 1.1 | 46 | -7% | 1% | 4.0%
Cc1ccc(S(=O)(=O)c2nc(-c3ccco3)oc2N2CCC(C)CC2)cc1 | 0% | 8% | 0% | -0.4% | 0.6% | 8.9 | 63 | 6% | 3% | -0.1%
CCOC(=O)C(NC(=O)c1ccc(F)cc1)(Nc1sc2c(c1C(N)=O)CCC2)C(F)(F)F (configuration not stated) | -11% | -12% | 1% | 16% | -0.3% | 0.3 | 76 | 12% | 5% | -0.1%
COc1ccccc1N(CC(O)CN1C(=O)NC(C)(C)C1=O)S(=O)(=O)c1ccc(C)cc1 (configuration not stated) | -10% | -4% | -8% | -0.6% | -0.3% | -0.7 | 39 | 4% | -2% | 0.1%
COc1ccc2oc(=O)c(C(=O)NCC3CCCO3)cc2c1 (configuration not stated) | 2% | 34% | 3% | -2.7% | 0.3% | 2.8 | 57 | 23% | 0% | 1.2%
Cc1c(NC(=O)COC(=O)C2(c3ccccc3F)CCCC2)c(=O)n(-c2ccccc2)n1C | 16% | -5% | 9% | 1.0% | -0.4% | 1.6 | 66 | 6% | -1% | 0.1%
Cc1cccc(/C=N/NC(=O)c2cccc([N+](=O)[O-])c2)n1 | / | 13% | 10% | -1.0% | -0.3% | 0.5 | 44 | -10% | -1% | /
Cc1nn(C)c(C)c1S(=O)(=O)N1CCC(C(=O)NC2CCCc3ccccc32)CC1 (configuration not stated) | 0% | -6% | 8% | 2.3% | -0.2% | -0.9 | 70 | 10% | 2% | 0.2%
Cc1nc2ncccn2c1-c1csc(Nc2ccc(O)cc2)n1 | 4% | 25% | -7% | -1.8% | 0.2% | 2.7 | 81 | -10% | -2% | -1.9%
CCCC(O)(CCC)C(=O)NN1CCCCC1 | 2% | ? | 4% | -3.6% | -0.1% | 1.2 | 53 | 18% | 4% | -0.5%
CN(C)S(=O)(=O)c1ccc2c(c1)c(=O)c(C(=O)N1CCN(c3ccccn3)CC1)cn2C | 1% | 9% | -12% | 4.3% | -0.1% | -1.4 | 54 | 2% | 4% | 2.6%
Cc1nn(C)c(Cl)c1NC(=O)OCc1ccc(Cl)cc1Cl | 1% | 18% | -7% | 3.0% | 0.5% | -1.7 | 61 | 4% | 2% | -0.6% | Dengue-2 NS5 capping pilot replicate=-2.9
NNc1nnc2c3cc(F)ccc3n(CCc3ccccc3)c2n1 | 3% | -1% | 4% | -2.8% | 0.3% | 2.2 | 77 | 5% | -6% | 0.0%
CCCn1c(N2CCN(C)CC2)nc2c1c(=O)[nH]c(=O)n2C | -3% | 6% | 4% | -2.6% | 0.2% | -0.1 | 61 | 7% | 1% | 1.0%
COc1cccc(NC(=O)NCCCN2CCN(c3ccc(F)cc3)CC2)c1 | -3% | 14% | 2% | 4.4% | -0.3% | -0.6 | 60 | 20% | 1% | 0.4%
CC(=O)NC1=C(Nc2ccc(N(C)C)cc2)C(=O)c2ccccc2C1=O | 5% | 12% | -5% | -5.0% | -0.1% | 3.5 | 51 | -10% | -3% | 2.2%
Cc1cc(Cl)ccc1OCC(=O)N1CC(C)CC(C)C1 (configuration not stated) | -5% | 4% | 13% | -1.8% | 1.5% | -0.1 | 73 | -15% | 9% | 0.0%
COc1ccc(/C=C2\C(=O)ON=C2c2cccc([N+](=O)[O-])c2)cc1 | / | ? | -2% | 19% | 0.5% | 7.9 | 35 | 7% | -6% | /
COc1ccc(OC)c(-n2cnc3cc(C(=O)NCCCN4CCOCC4)ccc32)c1 | -5% | -8% | -12% | -0.7% | -0.2% | -1.2 | 61 | -9% | -2% | -0.1%
COc1nc(NC(C)(C)C)nc(Oc2ccc(=O)n(-c3ccccc3)n2)n1 | -8% | 0% | 3% | 5.9% | 0.7% | -1.2 | 87 | 12% | -1% | 1.1%
COc1cc2c(cc1OC)-c1cc(NC3CCCCCCC3)nc(=O)n1CC2 | -12% | 4% | 1% | -2.4% | -0.1% | 1.8 | 47 | 5% | 1% | -1.2%
COc1ccccc1C(=O)N1CC(=O)Nc2ccc(C)cc2C1c1ccc(F)cc1 (configuration not stated) | 0% | 2% | 15% | 0.6% | -0.2% | 0.4 | 54 | -6% | 3% | -0.1%
CCC(C(=O)Nc1cc(Cl)c(OC)cc1OC)c1ccccc1 (configuration not stated) | 0% | -6% | 3% | 0.1% | -0.1% | 1.1 | 71 | -2% | 3% | 0.3%
CS(=O)(=O)c1ccccc1C(=O)N1CCN(Cc2ccccc2)CC1 | -1% | 0% | 10% | -0.1% | -0.1% | -0.1 | 52 | 4% | 0% | 0.0%
CCOC(=O)CCNC(=O)Nc1cc2nc(C)n(Cc3cccc(Cl)c3)c2nc1C | 1% | 18% | 16% | 0.4% | -0.1% | -0.2 | 79 | 1% | 3% | -0.1%
O=S(=O)(NCCc1ccccc1)c1cccc2cccnc12 | / | 10% | -2% | 2.2% | 0.5% | -1.4 | 36 | 7% | 8% | 0.1%
Cc1ccc(NC(=O)c2ccccc2Cl)c(Cl)c1 | -5% | 2% | -7% | -0.9% | -0.1% | -4.4 | 83 | 9% | -4% | 3.7%
O=C(O)c1ccc(CNC(=O)C2CCCN2C(=O)OCc2ccccc2)cc1 (configuration not stated) | -3% | 3% | 4% | 2.6% | 1.1% | 0.5 | 93 | -1% | -2% | -0.2%[50 µM]
